Assay outcomes from PubChem BioAssay.
TNAP act hi DEA = increases human TNAP activity under high phosphate acceptor concentration | 200,000 tested, under 10 active | P05186 | activation factor at 20 µM | purified TNAP, CDP-star luminescence, 1 M DEA, 30 min; hits give high values; 0 = EDTA background, 1 = DMSO-only activity;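 active = activation factor at least 2 at 20 µM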
Target sequence (P05186 whole entry, looked up): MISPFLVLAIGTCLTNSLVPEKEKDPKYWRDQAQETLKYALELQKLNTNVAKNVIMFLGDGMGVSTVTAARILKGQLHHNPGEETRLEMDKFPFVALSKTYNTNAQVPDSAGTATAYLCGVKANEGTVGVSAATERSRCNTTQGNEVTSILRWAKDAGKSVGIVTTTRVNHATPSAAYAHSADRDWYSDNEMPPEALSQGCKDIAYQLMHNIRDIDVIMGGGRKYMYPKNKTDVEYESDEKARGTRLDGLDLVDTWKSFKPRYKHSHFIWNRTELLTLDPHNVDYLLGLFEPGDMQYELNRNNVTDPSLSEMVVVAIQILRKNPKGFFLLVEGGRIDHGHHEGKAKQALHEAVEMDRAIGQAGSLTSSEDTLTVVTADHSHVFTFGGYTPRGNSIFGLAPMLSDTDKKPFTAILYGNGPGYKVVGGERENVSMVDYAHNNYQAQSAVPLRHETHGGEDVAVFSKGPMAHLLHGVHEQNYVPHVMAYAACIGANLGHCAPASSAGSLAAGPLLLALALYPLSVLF
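Assay system: human TNAP; Input: enzyme diluted 1/800 final; Reagent: CDP-star luminogenic substrate at 100 µM final; Timing: 30 min, room temperature; Signal: luminescence; Evaluation: TNAP activation factor scaled between EDTA and DMSO control wells.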
Diaph act CS = activates diaphorase or chemically reduces, flagging diaphorase assay artifacts; Diaphorase/resazurin coupled assay, resorufin fluorescence, 16 min; hits give high values; 1 = vehicle wells, 0 = NADH-free wells; activation factor at 20 µM; 190,000 tested, 0.005% active;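 active = diaphorase activity raised at least twofold by the compound at 20 µM; inactive = activation factor below 2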
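Test system: Clostridium kluyveri diaphorase, purified enzyme. Buffer or medium: 50 mM HEPES pH 7.4 buffer plus MgCl2 and Tween 20. Also added: 0.114 mM NADH and 0.1 mM resazurin, final amounts. Dosing: compound 20 µM once, DMSO 1%. Schedule: 16 min enzyme reaction, ambient temperature. Detection: fluorescence of resorufin, 544 nm excitation, 590 nm emission.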
TNAP inh no acc = TNAP (human) inhibition, acceptor-free conditions; P05186; purified TNAP, CDP-star luminescence, 30 min; inhibition, % at 20 µM; 200,000 tested, 0.26% active;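 active = tissue-nonspecific alkaline phosphatase inhibition above about 50% at 20 µM in the single-dose screen, limit read from the data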;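 note: 0% = DMSO negative control and 100% = EDTA positive control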
Diaphorase inh = inhibits diaphorase or chemically oxidizes, flagging diaphorase assay artifacts | 190,000 tested, 0.69% active | diaphorase resazurin-to-resorufin fluorescence, NADH, 16 min; bacterial (C. kluyveri) enzyme, not human | inhibition, % at 20 µM | AID 1217;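 active = primary screen inhibition at 20 µM above a set limit, cut at about 50% in these data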;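 note: plate controls were DMSO with full reaction for no effect and wells lacking NADH for full effect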
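System: Bacterial diaphorase enzyme (C. kluyveri) | Incubation: 16-min room-temperature incubation before reading | Benchmarks: No-NADH positive control and DMSO neutral control | Measured by: Resorufin fluorescence 544/590 nm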
L major viab = Leishmania major promastigote growth inhibition | Leishmania major promastigotes, resazurin fluorescence viability | 200,000 tested, 9% active | inhibition, % at 10 µM | AID 1063; in the data active = inhibition above about 50%;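 note: promastigotes grown with compound for 44 hours at 28 °C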
bIAP activator = intestinal alkaline phosphatase (bovine) activation; activation factor at 20 µM; 200,000 tested, 0.17% active; purified bovine IAP, CDP-star luminescence, 30 min; hits give high values; fold of DMSO-control signal, blank-subtracted;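 active = activation factor of 2 or more at 20 µM, a signal rise over negative controls twice the positive control's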
PMI activator = phosphomannose isomerase (human) activation. P34949. purified human PMI, coupled resazurin fluorescence, 20 min; hits give high values; 1 = vehicle control, 0 substrate-free wells. activation factor at 20 µM. 190,000 tested, 0.005% active. AID 1214;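 active = activation factor of 2 or more at 20 µM, relative to plate controls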
Target sequence (P34949 whole entry, looked up): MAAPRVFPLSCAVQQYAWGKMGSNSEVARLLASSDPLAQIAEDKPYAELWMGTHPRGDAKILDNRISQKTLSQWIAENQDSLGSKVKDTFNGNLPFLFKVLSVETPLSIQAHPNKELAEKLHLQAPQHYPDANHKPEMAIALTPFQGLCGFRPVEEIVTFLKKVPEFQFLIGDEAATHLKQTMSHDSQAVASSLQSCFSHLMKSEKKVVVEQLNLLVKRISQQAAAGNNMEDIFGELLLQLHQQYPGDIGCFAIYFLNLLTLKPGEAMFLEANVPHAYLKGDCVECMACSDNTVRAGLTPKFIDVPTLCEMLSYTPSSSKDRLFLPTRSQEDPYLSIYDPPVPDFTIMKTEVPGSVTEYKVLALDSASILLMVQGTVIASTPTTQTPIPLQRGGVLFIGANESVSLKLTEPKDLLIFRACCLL
PMI act satM6P = increases human PMI activity with near-saturating mannose 6-phosphate. P34949. coupled PMI enzyme assay, resazurin fluorescence, 20 min; hits give high values; 1 = untreated enzyme, 0 = substrate-free blank. activation factor at 20 µM. 190,000 tested, 0.34% active;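 active = activation factor of 2 or more at 20 µM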
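Test system: human PMI in coupled enzyme assay; Input: PMI at 15 ng/mL final; Medium: HEPES buffer, pH 7.4; Schedule: 20 min incubation at room temperature; Technique: resorufin fluorescence at Ex 544/Em 590 nm; Compound: 20 µM single dose; Probe or stimulus: Near-saturating mannose-6-phosphate, 1.0 mM.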
bIAP inhibitor = intestinal alkaline phosphatase (bovine) inhibition | AID 1019 | purified bovine IAP, CDP-star luminescence, 30 min | 190,000 tested, under 10 active | inhibition, % at 20 µM;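 active = over 50% inhibition of intestinal alkaline phosphatase at 20 µM in the single-dose screen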
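Assay system: bovine IAP enzyme; medium: DEA buffer 100 mM, pH 9.8, with MgCl2 1.0 mM, ZnCl2 0.02 mM; doses: 20 µM single dose; incubation: enzyme reaction for 30 min at room temperature; detection: CDP-star luminescence signal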
TNAP inh hiacc = TNAP (human) inhibition, high acceptor. purified TNAP, CDP-star luminescence, 1 M DEA. P05186. inhibition, % at 20 µM. AID 1135. 200,000 tested, 0.03% active;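 active = over 50% inhibition of tissue-nonspecific alkaline phosphatase at 20 µM in the single-dose screen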;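 note: plate controls were DMSO wells for no effect and EDTA-quenched wells as full inhibition for full effect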
The depositor's hits bear a star; & = joins results of further samples.

The line under a structure holds: Diaphorase inh	bIAP inhibitor	L major viab	TNAP inh hiacc	PMI activator	PMI act satM6P	bIAP activator	TNAP act hi DEA	TNAP inh no acc	Diaph act CS
#1 O=C(Cc1c(F)cccc1Cl)Nc1ccc(-n2cnnn2)cc1
 : 6	21	1	-3	1.2	1.3	0.8	1	-12	0.9
#2 CC1(C)Oc2ccc3ccc(=O)oc3c2/C(=C/Nc2ccc(O)cc2)C1=O
 : 28	9	28	5	0.9	0.9	0.9	1	-3	0.7
#3 Cc1ccccc1N1C(=O)C2C3CC(=O)C(c4ccccc43)C2C1=O (stereo unspecified)
 : 6	14	-4	1	1.1	1.1	0.9	1	12	0.9
#4 O=C(Nc1ccc(Cl)cc1Cl)NC1CCCC1
 : 8	-1	-6	-4	0.9	0.8	1	1	-1	0.9
#5 Cc1ccc(CN2C(=O)CCC2C(=O)NCCCN2CCOCC2)cc1 (stereo unspecified)
 : 5	-3	-3	-1	1	0.9	1	1	-8	0.9
#6 CC(=O)c1c(C)n([O-])c2ccccc2[n+]1=O
 : 12	14	4	-3	0.8	0.9	0.9	1	-2	0.9
#7 COc1ccccc1NC(=O)Cc1csc(NC(=O)c2ccccc2)n1
 : 19	-11	11	-4	0.9	0.9	1.1	1	-5	0.8
#8 O=C(CSc1nc(O)cc(=O)[nH]1)N1CCCc2ccccc21
 : 7	2	-2	-2	0.9	0.9	1	1	-7	0.9
#9 Cc1ccc(C)c(C2=CSC3=NS(=O)(=O)CCN23)c1
 : 12	0	-8	1	0.9	0.9	1	1	-4	0.9
#10 COc1ccc(C(=O)C[n+]2cc(-c3ccc(OC)cc3)n3c2CCCC3)cc1
 : -4&-1	-22&20	99*	-6&-1	1.1&1	1&0.9	1.2&0.8	1.1&1	4&-9	1&1
#11 CCc1cccc(C)c1NC(=O)CSc1ncn[nH]1
 : 8	4	-5	-8	1	1	1	1.1	1	0.9
#12 Cc1ccc(C2=NN(Cc3nnc(-c4ccccc4)o3)C(=O)SC2)cc1
 : 14	-17	26	-5	0.9	0.9	1.2	1.1	4	0.9
#13 O=C(O)C1C2CC2CN1C(=O)c1ccc(Cl)cc1Cl (stereo unspecified)
 : -2	-5	-2	2	1.1	1	1	1	7	1
#14 O=C(NCc1ccco1)c1ccc2c(c1)N(Cc1ccccc1)C(=O)CS2
 : 20	35	6	-5	1	1	0.7	1.1	-22	0.8
#15 CCOc1cc(N2CCOCC2)c(OCC)cc1NC(=O)c1ccc(NC(C)=O)cc1
 : 14	-10	2	-1	0.9	0.7	1.1	1	-7	0.9
#16 O=C(c1ccco1)N1CCN(c2cc(N3CCOCC3)c(F)cc2[N+](=O)[O-])CC1
 : 5	8	5	3	1	1	0.9	1	1	1
#17 CCOc1nc(CC)nc(NC(=O)NS(=O)(=O)c2ccccc2Cl)n1
 : 8	11	1	1	1	1	0.9	1	-5	0.9
#18 Cc1ccc(C(=O)Nc2ccc(C(F)(F)F)n(C)c2=O)cc1
 : -6	5	6	0	1.1	1	1	1	-1	1.1
#19 Cc1cc(C)n2cc(CSc3nnc(SCc4cn5c(C)cc(C)nc5n4)s3)nc2n1
 : 23	11	9	-4	0.9	1	0.9	1	-9	0.8
#20 CCN(c1ccccc1)S(=O)(=O)c1ccc(NC(=S)NC(=O)c2ccc(Br)o2)cc1
 : 16	17	17	4	1	1	0.8	1	8	0.8

The line under a structure holds: Diaphorase inh	bIAP inhibitor	L major viab	TNAP inh hiacc	PMI activator	PMI act satM6P	bIAP activator	TNAP act hi DEA	TNAP inh no acc	Diaph act CS
#21 Cc1cc(C)c2[nH]c(=O)c(CN(CC3CCCO3)C(=O)c3cnccn3)cc2c1 (stereo unspecified)
 : 9	-14	4	-3	1	1	1.1	1	-3	0.9
#22 COc1cc(C)ccc1OCCCCOc1ccccc1C(C)=O
 : 18	4	-3	-5	0.9	1	1	1.1	-15	0.8
#23 CCOC(=O)c1cc2cc(CC(=O)c3ccc(OCC)cc3O)ccc2o1
 : 16	6	-5	-1	0.9	1	0.9	1	-6	0.8
#24 N#Cc1cnn(Cc2ccccc2)c1/N=C/N1CCOCC1
 : 8	14	3	-2	0.9	0.9	0.9	1	-1	0.9
#25 COc1ccc(N2CCN(C(=O)c3ccc4nc(N5CCCCC5)sc4c3)CC2)cc1
 : 26	-3	-5	1	0.8	0.8	1	1	3	0.7
#26 CC(=O)Nc1cccc(NC(=O)CSc2nnnn2C)c1
 : 4	4	-2	-1	1	1	1	1	-8	1
#27 CC(C)N(C(=O)CSc1nnc(CSc2ncccn2)n1C)C(C)C
 : 7	2	-4	-4	1.1	1	1	1	-7	0.9
#28 COc1ccc2c(c1)CC/C2=N\NC(=O)c1ccccc1
 : -9	-4	-3	0	1.1	1.1	1	1	-9	1.1
#29 O=C(O)C1CC=CCC1C(=O)N1CCCC1 (stereo unspecified)
 : 9	7	-5	-2	1	1	0.9	1	-12	0.9
#30 O=C(Nc1ccccc1)Nc1ccc(C(=O)N2CCCC2)cc1
 : 5	-10	-3	0	1	1	1.1	1	-11	0.9
#31 O=C(NCC1CCCO1)C(c1ccc(N2CCOCC2)cc1)N(C(=O)Cn1nnc2ccccc21)c1ccccc1F (stereo unspecified)
 : 1	-7	-3	-1	1	1	1.1	1	-4	1
#32 O=C(NCCN1CCOCC1)C1CCN(c2ncnc3c2sc2cccc(F)c23)CC1
 : 14	-9	-3	-4	0.8	0.8	1.1	1	-17	0.9
#33 COc1ccc(NC(=O)C2CCN(C(=O)Cc3ccccc3)CC2)c(OC)c1
 : 3	0	-3	-9	1	1	1	1.1	-17	1
#34 CCSc1nnc(NC(=O)c2ccccn2)s1
 : 6	-41	98*	-5	0.8	0.8	1.4	1.1	1	0.9
#35 Cc1ccc2nc3n(c(=O)c2c1)CCC3
 : 9	4	-7	-7	1	0.9	1	1.1	-12	0.9
#36 CCOc1ccccc1NC(=O)C(Sc1nnnn1C)c1ccccc1 (stereo unspecified)
 : 9	-9	6	1	1	0.9	1.1	1	-5	0.9
#37 COc1cccc(/C=C/C(=O)OCC(=O)Nc2ccccc2Sc2ccccc2)c1
 : 19	32	-2	-5	0.9	0.9	0.7	1.1	-8	0.8
#38 COc1ccc(S(=O)(=O)Nc2nc3ccccc3s2)cc1
 : 0	-5	-8	-2	1	1.1	1.1	1	6	1
#39 Cc1cccc(NC(=O)c2ccccc2OCC(=O)N2CCCC2)c1C
 : 3	0	-8	-7	1	1.1	1	1.1	-9	1
#40 CCC(C)[C@H](NC(=O)N1CCCC1)C(=O)O (stereo partly specified)
 : 8	0	-6	-4	1	1	1	1	3	0.9

Continued; the last 4 above are carried over.
The line under a structure holds: Diaphorase inh	bIAP inhibitor	L major viab	TNAP inh hiacc	PMI activator	PMI act satM6P	bIAP activator	TNAP act hi DEA	TNAP inh no acc	Diaph act CS
#37 COc1cccc(/C=C/C(=O)OCC(=O)Nc2ccccc2Sc2ccccc2)c1
 : 19	32	-2	-5	0.9	0.9	0.7	1.1	-8	0.8
#38 COc1ccc(S(=O)(=O)Nc2nc3ccccc3s2)cc1
 : 0	-5	-8	-2	1	1.1	1.1	1	6	1
#39 Cc1cccc(NC(=O)c2ccccc2OCC(=O)N2CCCC2)c1C
 : 3	0	-8	-7	1	1.1	1	1.1	-9	1
#40 CCC(C)[C@H](NC(=O)N1CCCC1)C(=O)O (stereo partly specified)
 : 8	0	-6	-4	1	1	1	1	3	0.9
#41 Cc1ccc(S(=O)(=O)NC2=NCN(CCN3CCOCC3)CN2)cc1
 : 6	9	-5	-8	0.9	0.9	0.9	1.1	-8	0.9
#42 CN(C)C(CNC(=O)CCCc1c[nH]c2ccccc12)c1ccco1 (stereo unspecified)
 : 10	4	6	0	1	0.9	1	1	-9	0.9
#43 Cc1cccc(OCc2n(CC(=O)OC3CC(C)CCC3C(C)C)c3ccccc3[n+]2C)c1 (stereo unspecified)
 : -20	0	100*	-6	0.8	0.8	1	1.1	-2	1.2
#44 CC(C)(C)c1ccc(C(=O)NCCCN2CCN(CCCNC(=O)c3ccc(C(C)(C)C)cc3)CC2)cc1
 : -14	0	100*	-10	1	1	1	1.1	-24	1.1
#45 COc1cc(Cl)nn(-c2ccccc2)c1=O
 : -10	13	6	-8	1	1.1	0.9	1.1	-2	1.1
#46 Cc1occc1C(=O)NCCCCNC(=O)c1ccoc1C
 : 14	11	0	-2	1	1	0.9	1	-3	0.9
#47 Cc1ccc2nc(-c3ccccc3)cc(C(=O)N3CCc4ccccc4C3)c2c1
 : 11	4	13	4	1	1	1	1	-6	0.9
#48 CC1CN(C(=O)Cn2c(C(F)(F)F)nc3ccccc32)CC(C)O1 (stereo unspecified)
 : 14	13	-5	-1	1	1	0.9	1	-9	0.9
#49 Cc1ccccc1Cc1c(C)nc2nc(SCC(=O)NCc3ccco3)nn2c1C
 : 22	7	3	-8	1	1	0.9	1.1	-15	0.8
#50 Cc1[nH]c2ccccc2c1/C=N/Nc1nncn1N
 : -3	-9	10	-2	1.2	0.7	1.1	1	-11	1
#51 CCCn1c(SCC(=O)NCCc2ccc(Cl)cc2Cl)n[nH]c1=O
 : -4	8	-4	-2	1	1	0.9	1	0	1
